# F508del corr: F508del CFTR correction, initial screen, CFBE line, single point; CFBE cells, YFP halide quenching; stimulated with forskolin plus potentiator P3; % fluorescence drop versus neutral controls; activity (quench increase), % at 7.58 µM; actives 0.36% (n = 350,000); AID 720511, 2013;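 active = mean added fluorescence quench of at least 8% versus neutral control, with both replicates also reaching 8%; inconclusive = only one of the mean or replicate conditions met; inactive = mean below 8% and not both replicates reaching 8%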;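 also: cells transiently co-express mutant CFTR-F508del with the halide-sensitive YFP; corrector assay measuring rescue of mutant channel to the surface after 24 h compound exposure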
# PAX8 reporter: inhibitors of PAX8-driven TPO luciferase reporter, primary screen, RMG-I cells, single concentration; SteadyGlo, 24 h; inhibition, % at 12.6 µM; actives 1.2% (n = 360,000);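 active = mean replicate inhibition at least 60% with every replicate also reaching 60%; inconclusive = only one of the two criteria is met; inactive = mean below 60% and not all replicates reaching 60%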;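 also: luciferase light reporting Pax8 driven TPO promoter activity; plate controls were median of neutral control wells for no effect and mitoxantrone controls for full effect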
# DENV2 CPE rescue: inhibitors of DENV2 cytopathic effect, primary screen, cell-based, plate reader, single concentration; DENV2-infected cells, cytopathic effect rescue; CPE inhibition, % at 9.99 µM; actives 1.7% (n = 350,000); AID 651640, 2012; in the data active = CPE inhibition above about 20%, passing the limit was not always enough; inconclusive = no clear call, values can overlap the other calls; tested in BHK-21 cells;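 also: 0% = median of neutral control wells and 100% = median of positive control wells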
# XiGFP reactiv: activators of inactive X chromosome reactivation, primary screen, imaging, XiGFP fibroblasts, GFP high-content imaging, set 2 | XiGFP mouse fibroblasts, % GFP-positive cells imaging, 3 d; cells co-treated with 5-aza-dC sensitizer; scaled so ellipticine positive control = 100% | activation, % at 7.58 µM | actives 0.055% (n = 360,000) | AID 743238, 2013;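 active = mean normalized replicate activation at least 10% and every replicate at or above 10%; inconclusive = only one of the two criteria met; inactive = mean below 10% and not all replicates reach 10%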;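 also: 0% = median of on-plate neutral control wells and 100% = ellipticine 6 µM median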
#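 System: 68-5-11 XiGFP fibroblast line; Timing: 3 days compound exposure; Compound dosing: one concentration, pinned; Benchmarks: positive control ellipticine, 6 µM final; Buffer or medium: DMEM containing 5-aza-dC.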
# EWS-Fli inh: EWS/Fli-driven NR0B1 reporter inhibitors, primary screen, A673 cells, NR0B1 luciferase, luminescence, MLPCN library; viability-normalised; inhibition, % at 12.6 µM; actives 0.67% (n = 350,000); AID 651661, 2012;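 active = mean inhibition of at least 50% after viability correction, with every replicate also passing that limit; inconclusive = mean reaches 50% but only one of two replicates passes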;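 also: firefly luciferase signal divided by Alamar Blue viability fluorescence both relative to DMSO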
# ERp5 inh: inhibitors of ERp5-driven insulin aggregation, primary screen, biochemical, turbidity, absorbance 650 nm, single point. inhibition, % at 9.99 µM. 90 min. Protein disulfide-isomerase A6 (Homo sapiens), Q15084. actives 0.05% (n = 350,000);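 active = mean replicate inhibition above about 25%, with every replicate also reaching it, limit read from the data, passing the limit was not always enough; inconclusive = only one of those two criteria met; inactive = neither criterion met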
# Target sequence (Q15084 whole entry, looked up): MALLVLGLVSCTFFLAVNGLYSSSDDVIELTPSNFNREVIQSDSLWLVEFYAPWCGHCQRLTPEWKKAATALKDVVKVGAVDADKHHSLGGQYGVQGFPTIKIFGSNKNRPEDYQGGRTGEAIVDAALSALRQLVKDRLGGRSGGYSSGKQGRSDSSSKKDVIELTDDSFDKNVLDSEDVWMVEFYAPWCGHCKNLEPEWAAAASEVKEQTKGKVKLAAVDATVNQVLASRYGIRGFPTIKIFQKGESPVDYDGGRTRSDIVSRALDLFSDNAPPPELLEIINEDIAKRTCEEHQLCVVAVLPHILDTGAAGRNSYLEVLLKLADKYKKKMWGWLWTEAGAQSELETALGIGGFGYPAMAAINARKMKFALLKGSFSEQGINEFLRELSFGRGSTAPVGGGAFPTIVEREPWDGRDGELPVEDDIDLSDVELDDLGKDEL
# ARNT TACC3 PPI: disruptors of ARNT/TACC3 protein interaction, primary screen, biochemical, AlphaScreen, single concentration; Transforming acidic coiled-coil-containing protein 3 (Homo sapiens), Q9Y6A5; AlphaScreen His-ARNT PAS-B/GST-TACC3 binding, luminescence; TACC3 fragment carries E629A point mutation; inhibition, % at 9.99 µM; actives 0.66% (n = 390,000);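 active = mean inhibition of replicates at least 50% and at least half of replicates each reaching 50%; inconclusive = half or more replicates reach 50% but mean below 50%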;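 also: 0% = complete ARNT plus TACC3 wells and 100% = ARNT alone without TACC3; many hits fall short of the cut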
# INS-1E GSIS act: GLuc luminescence reporter in INS-1E cells, primary screen for activators of glucose-dependent secretion of insulin; activation, % at 16.6 µM; INS-1E GLuc reporter insulin secretion, 2-3 h; AID 743287, 2014; actives 0.61% (n = 370,000);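 active = lowest replicate activation of at least 40%, so every replicate reaches that level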;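 also: 0% = median of neutral control wells and 100% = median of IBMX positive control wells; some compounds called inactive have numbers as strong as hits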
# * marks the source's active call; other numbers are inactive results; ? = inconclusive; . = no result given.
SMILES,F508del corr,PAX8 reporter,DENV2 CPE rescue,XiGFP reactiv,EWS-Fli inh,ERp5 inh,ARNT TACC3 PPI,INS-1E GSIS act
Cc1cccc(C)c1-n1nnnc1C(c1ccnc2ccccc12)N(CCC#N)Cc1ccccc1 (configuration not stated),-4.0,8,1,0.0,7,4,.,-5
CCC1(c2ccccc2)NC(=O)N(C)C1=O (configuration not stated),2.9,4,-7,0.2,1,-2,-4,.
Cc1ccc(S(=O)(=O)Nc2ccccc2C(=O)Nc2nc(-c3ccc(F)cc3)cs2)cc1,.,77*,-16,0.4,13,-2,-13,-11
COc1cc(C(=O)N2CCCCC2)ccc1OCC(=O)Nc1ccc(F)cc1,0.8,3,0,0.2,-11,8,.,-15
C[C@H](CO)N1C[C@H](C)[C@H](CN(C)S(=O)(=O)c2ccc(Cl)cc2)Oc2ccc(NC(=O)C3CC3)cc2C1=O,1.3,.,-1,0.0,22,-4,-8,-6
CCC(=O)Nc1ccc(C(=O)Nc2c[nH]c(=O)[nH]c2=O)cc1,0.6,-1,9,0.0,0,2,-2,-13
O=C(NCCc1cccc(F)c1)C1CC(O)CN1C(=O)Nc1ccccc1 (configuration not stated),1.2,15,-8,0.0,1,1,.,3
COCC1CCN(C(=O)c2oc3c(F)cccc3c2C)C1 (configuration not stated),4.3,-53,4,0.5,-26,-2,-4,9
C[C@H](CO)N1C[C@H](C)[C@H](CN(C)Cc2ccc(C(F)(F)F)cc2)Oc2c(NC(=O)c3cnccn3)cccc2C1=O,2.4,15,2,0.0,3,0,-13,2
CCN(C(=O)COc1cc(OC)ccc1C(C)=O)C1CCS(=O)(=O)C1 (configuration not stated),1.0,1,-10,0.3,2,3,-11,8
CC(C)OCCCNC(=O)C1CCC(CNS(=O)(=O)c2ccc(Cl)cc2)CC1 (configuration not stated),.,16,.,0.1,.,.,-20,-3
CCOc1ccc(C(=S)NC2CCCCC2)cc1OCC,-2.2,7,-4,0.0,-2,5,12,10
Cc1ccc(/C([O-])=C(/C(=S)NCCN2CCOCC2)[n+]2ccccc2)cc1[N+](=O)[O-],3.3,1,-3,-0.1,1,4,-2,-4
CNC(=O)C[C@@H]1CC[C@H]2[C@H](COc3ccc(NC(=O)Nc4cc(C)cc(C)c4)cc3C(=O)N2C)O1,2.1,7,-6,0.4,1,.,-4,10
CC1CCN(C(=O)C2CCN(S(=O)(=O)c3cccc4nsnc34)CC2)CC1,0.5,-4,-8,0.0,5,2,-2,3
COC(=O)c1cc2c(c3c4cc(OC)ccc4n(S(=O)(=O)c4ccc(OC)cc4)c13)C(=O)N(Cc1ccccc1)C2,-1.3,8,0,0.2,14,-3,.,.
CCc1ccccc1NC(=S)N(Cc1cccs1)C1CCCC1,-1.4,6,9,0.3,6,-14,2,17
COc1ccccc1N(CC(O)Cn1c2ccccc2c2ccccc21)S(=O)(=O)c1ccccc1 (configuration not stated),2.4,-7,4,0.2,1,3,0,-4
CN(Cc1cn(Cc2ccccc2)nc1-c1ccc2c(c1)OCO2)Cc1nccn1C,-0.7,-2,.,0.1,7,8,11,8
CC1CCC(NS(=O)(=O)c2ccc(Cl)nc2)CC1 (configuration not stated),2.3,-24,?,0.1,-32,-4,-4,-1

# 3 entries out of the list, arranged by molar mass, high to low.
SMILES,F508del corr,PAX8 reporter,DENV2 CPE rescue,XiGFP reactiv,EWS-Fli inh,ERp5 inh,ARNT TACC3 PPI,INS-1E GSIS act
COC(=O)c1cc2c(c3c4cc(OC)ccc4n(S(=O)(=O)c4ccc(OC)cc4)c13)C(=O)N(Cc1ccccc1)C2,-1.3,8,0,0.2,14,-3,.,.
CCc1ccccc1NC(=S)N(Cc1cccs1)C1CCCC1,-1.4,6,9,0.3,6,-14,2,17
CCOc1ccc(C(=S)NC2CCCCC2)cc1OCC,-2.2,7,-4,0.0,-2,5,12,10

# The list continues:
SMILES,F508del corr,PAX8 reporter,DENV2 CPE rescue,XiGFP reactiv,EWS-Fli inh,ERp5 inh,ARNT TACC3 PPI,INS-1E GSIS act
CO[C@@H]1CN(C)C(=O)c2cc(NS(=O)(=O)c3ccc(C)cc3)ccc2OC[C@H](C)N(C)C[C@@H]1C,1.3,.,1,0.5,8,-5,-1,0
O=C(NCC[C@H]1CC[C@H](NS(=O)(=O)c2ccccc2)[C@@H](CO)O1)c1cc(Cl)cc(Cl)c1,0.3,7,0,0.0,5,1,6,-1
O=C1COc2ccc(C(=O)c3ccccc3C(=O)O)cc2N1,.,18,.,0.0,.,.,1,12
CC(=O)N/C(=C\c1ccccc1)C(=O)OCc1cccc(S(=O)(=O)N(C)C)c1,-1.7,2,-4,0.0,-2,9,1,-16
O=C(CSc1ncn[nH]1)N1N=C2/C(=C/c3ccccc3)CCCC2C1c1ccccc1 (configuration not stated),1.7,-8,-2,0.0,21,-4,.,-11
CCOC(=O)Cn1c(N)c(C(=O)OC)sc1=S,-0.9,.,-1,.,2,-4,-13,-4
Oc1ccccc1/C=N/N1CCCCC1,0.9,-11,0,0.1,-73,-2,-30,-18
Cc1ccc(S(=O)(=O)N2C[C@H]3n4c(=O)ccc(=O)n4C[C@H](OC(=O)Nc4cccs4)[C@@]3(O)C2)cc1,-2.0,36,10,-0.2,12,7,.,3
CCn1c(=O)c2c(nc(SCC(=O)NCC3CCCO3)n2C)n(C)c1=O (configuration not stated),1.2,.,-1,.,5,-1,-4,5
CC(C)(O)CC[C@@H](O)[C@](C)(O)C1CC[C@@]2(O)C3=CC(=O)[C@@H]4C[C@@H](O)[C@@H](O)C[C@]4(C)C3CC[C@]12C (some centres not stated),1.2,-14,5,-0.2,-1,?,3,9
Clc1cccc(CN2CCCCCC2)c1Cl,-2.1,-1,-2,-0.1,4,1,-2,-10
CCOc1ccc(/C=N/Nc2cc(N3CCOCC3)nc(C)n2)c(O)c1,0.8,-8,-2,0.4,2,1,28,3
COc1ccc(-c2cc(CCC(=O)N3CCN(c4cc(C)ccc4C)CC3)on2)cc1,0.6,2,10,0.1,10,-3,0,1
Fc1ccc(-c2cn(-c3ccccc3)c3[n+]2CCS3)cc1,3.8,3,-7,-0.1,11,-1,-7,-36
Cc1cc(C)c(NS(=O)(=O)c2ccccc2)c(C)n1,1.7,-14,3,0.5,3,10,.,18
CC(=O)c1ccc(OCCCC(=O)NCc2nnc3ccccn23)cc1,3.7,-2,-3,0.1,0,6,-1,5
CCS(=O)(=O)c1ncc(Cl)c(C(=O)Nc2ccc(S(=O)(=O)N(C)c3ccccc3)cc2)n1,-1.6,110*,1,0.2,.,.,6,25
CCOCCCNCc1ccc(OCc2ccc(F)cc2)c(OC)c1,0.6,-5,-3,0.2,-3,6,9,21
CO[C@@H]1CN(C)C(=O)c2ccc(NC(C)=O)cc2OC[C@H](C)N(Cc2cccc(F)c2)C[C@H]1C,-2.9,.,.,0.5,-4,.,.,-10
CN1C(=O)c2cc(NC(=O)Nc3ccccc3Cl)ccc2OC[C@@H]2O[C@H](CC(=O)NCCCN3CCOCC3)CC[C@H]21,.,-2,.,0.0,3,.,.,4
O=C(Cc1cc(C(F)(F)F)cc(C(F)(F)F)c1)Nc1c(-c2ccccc2)[nH][nH]c1=O,-5.0,-7,.,-0.1,4,-5,.,.
Nc1nc2c(ncn2[C@@H]2O[C@H](CNCc3ccc(F)c(N4CCOCC4)c3)[C@@H](O)[C@H]2O)c(=O)[nH]1,-1.6,6,26*,0.0,-8,-6,.,.
CCC(=O)c1cn(CC(=O)Nc2ccc(F)cc2)c2ccccc12,-2.6,9,0,-0.1,10,3,.,13
CC1=C(C(=O)N2CCCCCC2)CC(CC(=O)NCCc2ccccn2)C(=O)N1Cc1ccccc1 (configuration not stated),-2.0,3,-2,.,8,-8,.,0
CCOc1ccc(OCCCCOc2ccccc2C(C)=O)cc1,.,-6,.,0.2,.,.,-13,-9
O=C(CCCCn1c(=O)[nH]c2ccccc2c1=O)N1CCN(c2ncccn2)CC1,3.3,10,4,0.5,-11,3,-1,1
C[C@@H]1CN([C@H](C)CO)C(=O)c2cc(NS(=O)(=O)c3cn(C)cn3)ccc2O[C@@H](C)CCCCO[C@@H]1CN(C)CC1CCCCC1,2.1,-3,-1,-1.0,-4,1,-1,7
O=C(Nc1ccccc1Cl)c1ccc(Cl)cc1Cl,1.0,-30,12,0.0,-78,-4,35,7
COc1ccc(CN2C(=O)[C@@H]3Cc4c([nH]c5ccccc45)C(C)(C)N3C2=O)cc1,-1.7,31,?,-0.3,11,3,7,-29
O=C(NCc1cccnc1)c1cccc(S(=O)(=O)N2CCOCC2)c1,.,-8,.,.,.,4,26,0
C[C@H](CO)N1C[C@H](C)[C@@H](CN(C)C)Oc2ccc(NS(=O)(=O)c3cccs3)cc2C1=O,-1.7,-9,-8,0.0,-7,12,-4,10
CN(C)CCNC(=S)Nc1ccccc1Cl,0.8,6,-20,0.0,7,0,2,.
CC(C)c1ccc2[nH]c(O)c(N=NC(=O)c3cccc(S(=O)(=O)Nc4ccc(Cl)cc4)c3)c2c1,4.4,7,7,-0.2,12,-7,1,-1
Cc1ccc(/C=N/NC(=O)C(C)NC(=O)c2ccccc2)cc1 (configuration not stated),-1.1,0,0,0.0,8,4,-7,-6
O=C(O)c1cc(N2C(=O)CCC2=O)ccc1Cl,0.8,-12,-5,-0.1,10,0,3,-13
O=C(N/N=C/c1cccc(Oc2ccccc2)c1)c1cccc(Br)c1,0.7,.,3,.,-8,2,-8,3
Nc1cc2c(cc1Br)-c1ccc(F)cc1C2=O,2.2,-46,8,-0.1,-11,1,-3,-1
CC1=C(C(=O)N(C)C)CC(CC(=O)NC2CC2)C(=O)N1CCC1=CCCCC1 (configuration not stated),-0.3,-13,-10,0.3,5,5,.,3
C[C@@H]1CN([C@@H](C)CO)C(=O)c2cc(NC(=O)C3CCCCC3)ccc2O[C@@H]1CN(C)Cc1ccc2c(c1)OCO2,0.0,.,-7,0.3,2,9,4,-7
Cc1c(C)c(C)c(S(=O)(=O)n2[nH]c(=O)c(CCO)c2C)c(C)c1C,-1.6,13,-13,0.3,-6,4,-14,-7
CCOC1OC2C(CO)OC(n3cnc4c(N)ncnc43)C2O1 (configuration not stated),-4.4,-13,1,0.4,1,0,4,.
COC(=O)C/C=N/N=C1/NC(=O)/C(=C/C(=O)O)S1,0.0,8,2,0.0,11,6,.,24
CCNc1ccc(C(=O)OCC(=O)NC(C)c2ccccc2)cc1[N+](=O)[O-] (configuration not stated),.,6,1,0.2,5,3,-3,4
O=C(Cc1cccnc1)N1[C@@H](CO)[C@@H]2c3ccccc3NC[C@@H]21,-1.3,-16,24*,0.0,-2,4,9,2
Cn1cccc1C(=O)NC(=O)COC(=O)c1cc(S(=O)(=O)N2CCCCC2)ccc1Cl,0.2,7,-3,0.2,0,-3,.,-4
CC(CC(=O)N1CCN(c2ccccc2)CC1)c1ccccc1 (configuration not stated),.,18,.,0.0,.,.,-8,16
C[C@@H](O)C#Cc1ccc2c(c1)O[C@H](CN(C)Cc1ccccn1)[C@@H](C)CN([C@@H](C)CO)S2(=O)=O,-1.8,.,7,-0.1,-3,5,6,-3
O=C(C[C@H]1CC[C@H]2[C@@H](COC[C@@H](O)CN2Cc2ccccc2F)O1)N1CCc2ccccc2C1,2.7,-3,-8,0.3,9,2,5,-10
